Source: PubChem BioAssay (National Center for Advancing Translational Sciences (NCATS))
aSyn tox rescue – inhibitors of alpha-synuclein toxicity in yeast. S. cerevisiae alpha-synuclein toxicity rescue, BacTiter-Glo growth, 24 h. Potency, µM (highest dose often 46.1 µM), without a hit: at the highest dose growth rescue (activation), usual class: activators. hit rate 0.02% among 94,000. AID 1347070; active = well fitted activation curve with a large enough effect; inconclusive = small, poorly fitted or top-dose-only effect; also: 0% is about no effect
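Growth restoration measured by BacTiter-Glo luminescence after 24 hr at 30 deg C; alpha-synuclein yeast, raffinose-pregrown to mid-log, were added at OD600=0.02 in galactose medium onto pinned compounds.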
Active calls of the source: *; ? = inconclusive; & = joins results of further samples; [ ] = remark or other dose. Potency is read from the fitted curve at half-maximal effect.

SMILES | aSyn tox rescue
CCN(Cc1ccccc1)C(=O)Nc1ccc2c(c1)N(C)C(=O)c1ccccc1S2 | -9%
CSc1c(C#N)sc(=S)n1-c1ccc(C)cc1 | 8%
CC(OC(=O)c1ccccc1Br)C(=O)Nc1nc(-c2cccc([N+](=O)[O-])c2)cs1 (stereo not given) | -3%
O=c1oc2ccccc2cc1-c1cn2cc(Cc3ccc(Br)cc3)sc2n1 | -5%
COC(=O)CN1C(=O)CSc2ccc(S(=O)(=O)N3CCOCC3)cc21 | -4%
CCn1c(C(Cc2ccccc2)NC(=O)COC)nc2ccccc21 (stereo not given) | 5%
COc1ccc(NC(=O)Cn2c(=O)n(CCc3ccccc3)c(=O)c3c4c(sc32)CCCC4)cc1 | -1%
CCN(c1ccc(C)cc1C)S(=O)(=O)c1nnc(NC(=O)c2ccccc2OC)s1 | 5%
COc1ccc(-c2cc(C(=O)Oc3cccc(C)c3)c3cc(C)ccc3n2)cc1 | 4%
Cc1ccc(Sc2ncccc2N)cc1 | 5%
CCOC(=O)c1cccc(NC(=O)Cn2c(=O)nc(-c3ccccc3)c3ccccc32)c1 | 3%
Cc1ccc(N2CCn3c2nc2c3c(=O)n(C/C=C/c3ccccc3)c(=O)n2C)cc1C | 5%
CC1=C(C(=O)N2CCOCC2)CC(CC(=O)NCC2CCCCC2)C(=O)N1CCCN1CCCC1=O (stereo not given) | -7%
O=C(C1CCCCC1)N1C[C@H](O)[C@@H](n2cc(C3CC3)nn2)C[C@@H]1c1ccccc1 | 1%
O=C(Nc1ccc(C(=O)NC2CCCCC2)cc1)c1cccnc1 | -2%
COc1ccccc1CNC(=O)Cn1c(-c2cccs2)cc2cc(F)ccc21 | -9%
COc1ccccc1NC(=O)c1c(NCc2sccc2C)sc2c1CCCCC2 | -50%[inhibitor]
Cc1c2cnn(-c3ccccc3)c(=O)c2c(C)n1CC(=O)NCc1ccccc1Br | -1%
O=C(NCC1CCN(Cc2ccccc2Cl)CC1)c1cc2ccc3cccnc3c2[nH]1 | 6%
C=CCOc1c(CCC)cc(CCC)cc1C(N)=O | 4%
S=c1nc(Cc2ccccc2)[nH]c2ccccc12 | 3%
Cc1c(Cl)cccc1NS(=O)(=O)c1ccc(-c2cnc(C3CC3)o2)cc1 | ?
Cc1ccccc1Nc1c(-c2cccc(O)c2)nc2ccc(Br)cn12 | -5%
COc1cccc(NC(=O)Cn2c(=O)n(-c3ccccc3)c(=O)c3c4c(sc32)CCCC4)c1 | 0%
COc1ccc(OCC(=O)Nc2ccc3c(c2)N(C)C(=O)c2ccccc2S3)cc1 | -9%
CC1CCN(S(=O)(=O)c2ccc3c(ccn3CCC(=O)NCc3ccccc3F)c2)CC1 | 3%
COc1ccc(-n2ccnc2SCC(=O)c2c(N)n(C3CC3)c(=O)[nH]c2=O)cc1 | 4%
COc1ccccc1N1CCN(CCCNC(=O)c2cnn(-c3ccccc3Cl)c2C2CCN(C(=O)OC(C)(C)C)CC2)CC1 | 7%
CCCOc1cccc(C(=O)Nc2ccc(-c3nc4ccccc4o3)cc2)c1 | 0%
CCCC(=O)n1nc(-c2cccnc2)nc1NCc1ccccc1 | -8%&-15%
CC(C)c1ccc(NC(=O)c2cc3c(=O)[nH]c4ccccc4c3n2C)cc1 | -4%
COc1ccc(/C=C2\SC(=S)N(C(C(=O)O)c3ccccc3)C2=O)c(OC)c1 (stereo not given) | -16%
CN1CCc2c(sc(NC(=O)Cc3ccccc3)c2C#N)C1 | 2%
COc1ccc(-c2oc3ncn4nc(-c5ccccc5O)nc4c3c2-c2ccc(OC)cc2)cc1 | -7%
Cc1ccc(S(=O)(=O)N2CCCc3cc(NS(=O)(=O)c4ccc(F)cc4)ccc32)cc1 | 3%
COc1ccc(S(=O)(=O)Nc2ccc3c(c2)C(=O)N([C@H](C)CO)C[C@H](C)[C@@H](CN(C)S(=O)(=O)c2cn(C)cn2)OCCCC[C@H](C)O3)cc1 | 11%

Given as a markdown table: part of the list above.
| structure | aSyn tox rescue |
| --- | --- |
| O=c1oc2ccccc2cc1-c1cn2cc(Cc3ccc(Br)cc3)sc2n1 | -5% |
| COC(=O)CN1C(=O)CSc2ccc(S(=O)(=O)N3CCOCC3)cc21 | -4% |
| CCn1c(C(Cc2ccccc2)NC(=O)COC)nc2ccccc21 (stereo not given) | 5% |
| COc1ccc(NC(=O)Cn2c(=O)n(CCc3ccccc3)c(=O)c3c4c(sc32)CCCC4)cc1 | -1% |
| CCN(c1ccc(C)cc1C)S(=O)(=O)c1nnc(NC(=O)c2ccccc2OC)s1 | 5% |
| COc1ccc(-c2cc(C(=O)Oc3cccc(C)c3)c3cc(C)ccc3n2)cc1 | 4% |
| Cc1ccc(Sc2ncccc2N)cc1 | 5% |
| CCOC(=O)c1cccc(NC(=O)Cn2c(=O)nc(-c3ccccc3)c3ccccc32)c1 | 3% |
| Cc1ccc(N2CCn3c2nc2c3c(=O)n(C/C=C/c3ccccc3)c(=O)n2C)cc1C | 5% |
| CC1=C(C(=O)N2CCOCC2)CC(CC(=O)NCC2CCCCC2)C(=O)N1CCCN1CCCC1=O (stereo not given) | -7% |
| O=C(C1CCCCC1)N1C[C@H](O)[C@@H](n2cc(C3CC3)nn2)C[C@@H]1c1ccccc1 | 1% |
| O=C(Nc1ccc(C(=O)NC2CCCCC2)cc1)c1cccnc1 | -2% |
| COc1ccccc1CNC(=O)Cn1c(-c2cccs2)cc2cc(F)ccc21 | -9% |
| COc1ccccc1NC(=O)c1c(NCc2sccc2C)sc2c1CCCCC2 | -50%[inhibitor] |
| Cc1c2cnn(-c3ccccc3)c(=O)c2c(C)n1CC(=O)NCc1ccccc1Br | -1% |
| O=C(NCC1CCN(Cc2ccccc2Cl)CC1)c1cc2ccc3cccnc3c2[nH]1 | 6% |

Next section:
SMILES | aSyn tox rescue
Cc1ccc2nc(CN3CCN(C(=O)Nc4ccc(F)cc4)CC3)oc2c1 | 1%
COC(=O)c1scc(-c2ccc(C)cc2)c1S(=O)(=O)N1CCN(c2ccc(C)cc2C)CC1 | -3%
Cc1ccc(N2CCN(C(=O)C3CCC(CNS(=O)(=O)c4ccc(Br)s4)CC3)CC2C)cc1 (stereo not given) | -3%
CCOc1ccc(Oc2nc(NC)nc(N3CCOCC3)n2)nn1 | -2%
COc1ccc(Cn2c(CCC(=O)Nc3cc(C)cc(C)c3)nc3cccnc32)cc1 | -10%
Cc1ccc(NC(=O)C2CCN(c3nc(-c4ccc(C(C)C)cc4)no3)CC2)c(Cl)c1 | 5%
C=C1SC(=Nc2c(C)cccc2Cl)N(C(=O)c2sc3ccccc3c2Cl)C12CCCCC2 | -6%
O=C(NCCc1ccc(Cl)cc1)c1ccc2c(c1)N(Cc1c(F)cccc1Cl)C(=O)CS2 | 6%
Cc1cccc(C)c1Nc1nc2ccccc2nc1NS(=O)(=O)c1ccccc1 | -11%
CCOc1ccccc1NC(=O)c1ccc2c(c1)CCN2S(C)(=O)=O | -14%
O=C(COc1ncnc2ccccc12)NCC1CCCO1 (stereo not given) | -22%
CC(=O)Nc1ccc(NC(=O)C2CCCN2S(=O)(=O)c2ccc3c(c2)CCCC(=O)N3)cc1 (stereo not given) | 4%
CCCN(CC(=O)Nc1ccccc1C)C(=O)c1ccc(S(=O)(=O)N2CCC(C)CC2)cc1 | -5%
COCCn1c(SCC(=O)Nc2ccccc2)nc2c1c(=O)[nH]c(=O)n2C | -3%
O=C(CS(=O)(=O)c1cn(Cc2ccc(Cl)cc2)c2ccccc12)N1CCOCC1 | 8%
CC(=O)Nc1ccc(C(=O)Cn2c3[n+](c4c(F)c(F)ccc42)CCCCC3)cc1 | 4%
CCOC(=O)c1noc2nc(C)n(CC(=O)Nc3ccc(OC)c(Cl)c3)c(=O)c12 | -10%
O=C(NNC1CC(=O)N(c2cccc(Cl)c2)C1=O)c1cccs1 (stereo not given) | -13%
Cc1ccc2c(c1)C=CC(C#N)N2C(=O)Oc1ccccc1 (stereo not given) | 4%
CCOc1ccc(OCC)c(NC(=O)C(NS(=O)(=O)c2cccs2)c2ccccc2)c1 (stereo not given) | -6%
CN1OC[C@@H]2CN(Cc3ccccc3)[C@H](c3cccc(-c4ccccc4)c3)C[C@@H]21 | 10%
Cn1c(C(=O)N2CCC(C(=O)N3CCN(c4ccccc4)CC3)CC2)cc2sccc21 | 2%
Cc1ccc(NC(=O)CSc2nnc(-c3cc4occc4n3C)n2-c2ccccc2C)c(C)c1 | 0%
NC(=S)Nc1ncc(C(F)(F)F)cc1Cl | -10%
CCCc1nc(SCc2cc(=O)c3ccc(C)c(C)c3[nH]2)n[nH]1 | -1%
Cc1ccc(C(=O)NCC(=O)OC(C)C(=O)Nc2ccc(N(C)C)cc2)cc1C (stereo not given) | 8%
Cc1ccc(C2CCN(C(=O)Nc3ccc(Cl)cc3)C2)cc1 (stereo not given) | ?
CCCCC(=O)NC(c1ccc(OC)cc1)c1ccc2cccnc2c1O (stereo not given) | -9%
O=S(=O)(c1ccc(F)cc1)N(Cc1nc(-c2ccccc2)no1)C1CCCCC1 | 15%
COc1ccc(N2CCN(C(=O)C3CCN(S(=O)(=O)c4cccs4)CC3)CC2)cc1 | 1%
OCc1ccccc1Cn1ccnc1 | -7%
C=CCNC(=O)CN1C(=O)c2cccc3cccc1c23 | 11%
CCOC(=O)NC1c2ccccc2Oc2ccccc21 | 15%
CCOC(=O)c1c(CN(CC)CC)n(C)c2cc(Br)c(O)cc12 | 1%
C=CCN(C(=O)CSc1nc2ccsc2c(=O)n1Cc1ccccn1)c1ccccc1 | 14%
Cc1cccc2c1-c1sc(C(=O)NCc3ccc(Cl)cc3)cc1CO2 | -2%
CCCCn1c(SCCN2CCCCC2)nc2c1c(=O)n(C)c(=O)n2C | -3%
CC1CCCN(C(=O)c2cc3c(Cl)nc4ccccc4c3s2)C1 (stereo not given) | 5%
O=C(COc1ccccc1F)Nc1ccc(C(=O)OCc2cc(=O)n3nc(C4CC4)sc3n2)cc1 | 0%
COc1ccc(-c2nc3cc(NC(=O)CSc4ccc(C)cc4)ccc3o2)cc1 | 4%
CCn1cc(C(=O)NCc2ccccc2OC)c(=O)c2cc(S(=O)(=O)N(C)C)ccc21 | -11%
Cc1nc(C)c(-c2csc(Nc3cccc(O)c3)n2)s1 | -12%
CCCCN1C[C@H](Cc2ccccc2)[C@@H](CC(=O)Nc2ccc(OC)cc2)C1=O | 6%
C=CCN(C(=O)CN1CCCCC1)c1nc(-c2ccccc2)cs1 | -5%
CCOc1ccc(NC(=O)CCc2nc3cccnc3n2Cc2ccc(OC)cc2)cc1 | 3%
CC(=O)c1ccc(NC(=O)CCc2nc(-c3ccc(C)cc3)no2)cc1 | 1%
CCOC(=O)c1c(C)[nH]c(CCC(=O)Nc2ccc(N(CC)CC)cc2C)c1C | -1%
Cc1ccc(Cn2c(CN3CCC(C(=O)O)CC3)cc3ccccc32)cc1 | 26%
Cc1noc(/C=C/N(C)C)c1S(=O)(=O)N1CCCC(C(=O)N2CCCCC2)C1 (stereo not given) | -3%
O=C(CSc1nnc2[nH]c(=O)cc(-c3ccccc3)n12)Nc1ccc(F)cc1F | -3%
O=C(O)c1ccc(C(S(=O)(=O)c2ccccc2)S(=O)(=O)c2ccccc2)cc1 | 6%
CC(=O)N1C[C@H]2CON(C)[C@H]2C[C@H]1c1ccc(-c2ccccc2)cc1 | 6%
Cc1ccc(-n2ncc3c(SCC(=O)NNC(=O)c4ccco4)ncnc32)cc1 | -7%
Cc1cc(C)cc(OCC(=O)OC(C)C(=O)Nc2ccc(Cl)cn2)c1 (stereo not given) | 8%
COc1ccc(-c2nc3ccccc3n2OCC(=O)O)cc1 | -7%
COc1ccc(CCNC(=O)C(=O)Nc2ccc3c(c2)OCO3)cc1OC | 1%
O=C(CCCCCn1c(=S)[nH]c2ccc(N3CCOCC3)cc2c1=O)NCc1cccc(Cl)c1 | 8%
C/C(CC(=O)NC12CC3CC(CC(C3)C1)C2)=N\NC(=O)c1ccc(C)cc1 | 3%
O=[N+]([O-])c1ccccc1S(=O)(=O)NC1CCCC1 | 2%
CCc1cccc(C)c1NS(=O)(=O)c1c(C)nc2sccn2c1=O | 9%
Continued:
SMILES | aSyn tox rescue
Cc1csc(NC(=O)C2CCN(S(=O)(=O)c3ccccc3)CC2)n1 | 9%
C/C(Cl)=C\Cn1c(O)c(N=NC(N)=S)c2ccccc21 | -4%
COc1ccc2cc(C(=O)NCc3ccc4c(c3)CCN4C(=O)c3ccccc3)[nH]c2c1 | 1%
CNc1snc(C)c1C(=O)OC(C)C(=O)NCc1ccccc1 (stereo not given) | 2%
CCS(=O)(=O)N1CCc2cc(C(=O)Nc3cc(Cl)ccc3C)ccc21 | -8%
CCCn1c2ccccc2c2nnc(SCC(=O)Nc3c(C)n(C)n(-c4ccccc4)c3=O)nc21 | 0%
COC(=O)C(CCSC)NC(=O)c1cc2c(n(-c3ccc(C)cc3)c1=O)CC(C)(C)CC2=O (stereo not given) | 5%
O=C(NCCC1CCCCN1S(=O)(=O)c1ccccc1)C(=O)NC1CC1 (stereo not given) | 1%
CC(C)Nc1nc(Cl)nc(N(C#N)CN2C(=O)c3ccccc3C2=O)n1 | 19%
COc1ccc(NC(=O)C(=O)NCCC2CCCCN2S(=O)(=O)c2ccc(F)cc2)cc1 (stereo not given) | -14%
CC(C)(C)Cc1nnc(NC(=O)c2ccc3c(c2)OCO3)s1 | -7%
Cc1ccccc1OCC(=O)OCC(=O)Nc1cc(S(C)(=O)=O)ccc1Cl | 6%
CNC(=O)c1cc2c(n(-c3ccc(C)cc3)c1=O)CC(C)(C)CC2=O | -3%
CC(=O)Nc1cccc(C(=O)NCc2ccc3c(c2)CCN3C(=O)c2ccccc2)c1 | 2%
CSc1ncccc1C(=O)NC1CCCCCCC1 | -10%

The list is partial (hit frequency here may not be typical).
